Screens: PubChem BioAssay, National Center for Advancing Translational Sciences (NCATS)
AMA1 RON2 block = qHTS for Inhibitors of AMA1-RON; Towards Development of Antimalarial Drug Lead: Primary Screen; AID 720542, 2013; AlphaScreen AMA1-biotinylated RON2 peptide binding; Plasmodium falciparum AMA1 (3D7) - RON2 peptide interaction; 0.2% of 360,000 active; Potency, µM (series often up to 58.2 µM), without a hit: top-dose activity change, negative = inhibition, hits mostly inhibitors;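 note: potency is the fitted concentration of half-maximal effect; 0% = vehicle wells and -100% = peptide control; nearly all actives have a fitted effect of over 45% in size; some results filed as inactive show a strong effect at the top dose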
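AMA1 (3D7) with his tag at 25 nM final met compounds first, then biotinylated RON2 peptide at 25 nM; detection used donor plus acceptor beads, 10 µg/mL apiece, read by AlphaScreen after 30 min at room temperature.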
LmPK inhibitor = qHTS Assay for Inhibitors of Leishmania Mexicana Pyruvate Kinase (LmPK); 0.37% of 290,000 active; purified LmPK, Kinase-Glo ATP luminescence, 1 h; Q27686; Potency, µM (doses to about 57.5 µM), without a hit: at the top dose activity change, negative = inhibition, actives largely listed as inhibitors; AID 1721, 2009; note: potency is the fitted concentration of half-maximal effect
Target sequence (Q27686 whole entry, looked up): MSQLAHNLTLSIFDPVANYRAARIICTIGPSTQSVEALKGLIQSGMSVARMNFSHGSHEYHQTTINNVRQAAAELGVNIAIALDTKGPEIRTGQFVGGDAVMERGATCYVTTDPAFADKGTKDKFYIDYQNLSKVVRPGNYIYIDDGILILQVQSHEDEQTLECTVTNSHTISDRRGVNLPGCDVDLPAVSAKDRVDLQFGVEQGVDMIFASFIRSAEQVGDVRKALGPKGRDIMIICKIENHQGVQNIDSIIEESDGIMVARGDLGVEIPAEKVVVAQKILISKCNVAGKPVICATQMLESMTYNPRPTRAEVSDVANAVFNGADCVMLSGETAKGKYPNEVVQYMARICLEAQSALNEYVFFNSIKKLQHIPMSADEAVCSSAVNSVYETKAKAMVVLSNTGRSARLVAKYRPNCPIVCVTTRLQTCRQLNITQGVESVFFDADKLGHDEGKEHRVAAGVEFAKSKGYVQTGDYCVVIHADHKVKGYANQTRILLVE
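0.1 nM LmPK, 0.5 mM PEP, 0.1 mM ADP; 50 mM imidazole pH 7.2, 7 mM MgCl2, 50 mM KCl; 1 h RT. Kinase-Glo luminescence readout, normalized to no-enzyme (full inhibition) and uninhibited wells.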
AmpC inh detg = qHTS Inhibitors of AmpC Beta-Lactamase (assay with detergent) | Potency, µM (series often up to 114 µM), for the others: at the top dose activity change, negative = inhibition, hits mostly inhibitors | AID 485294, 2010 | 0.041% of 370,000 active | P00811 | AmpC hydrolysis of nitrocefin, absorbance 480 nm, 0.01% Triton;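 note: potency is the fitted concentration of half-maximal effect; 0% = no-compound wells and -100% = no-enzyme wells; nearly all actives have a fitted effect of over 25% in size; some results filed as inactive show a strong effect at the top dose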
Target sequence (P00811 whole entry, looked up): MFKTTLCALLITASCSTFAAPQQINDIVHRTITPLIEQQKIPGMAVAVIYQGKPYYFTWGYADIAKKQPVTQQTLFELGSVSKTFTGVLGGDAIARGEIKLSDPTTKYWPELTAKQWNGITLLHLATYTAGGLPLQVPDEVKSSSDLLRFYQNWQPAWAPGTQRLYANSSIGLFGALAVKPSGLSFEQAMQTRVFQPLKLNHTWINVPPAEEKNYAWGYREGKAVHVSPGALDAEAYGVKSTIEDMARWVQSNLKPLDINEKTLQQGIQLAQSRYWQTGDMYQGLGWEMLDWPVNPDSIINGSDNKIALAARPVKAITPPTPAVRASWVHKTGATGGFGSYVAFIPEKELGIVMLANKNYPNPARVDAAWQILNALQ
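20 mM phosphate pH 7.0 + 0.01% (detergent screen) or 0.0001% Triton X-100; 5.3 nM AmpC reagent; cpd preinc 15 min RT; nitrocefin (800 uM stock) to start; A480 q20 s × 4 min; Activity was normalised to no-enzyme and no-compound control wells.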
Tb PYK inh = qHTS of Trypanosoma Brucei Inhibitors; TbPYK enzyme, Kinase-Glo Plus ATP luminescence, 45 min; pyruvate kinase (Trypanosoma brucei), Q57TT1; 0.12% of 410,000 active; Potency, µM (series often up to 76.8 µM), inactives show at the highest dose activity, negative = inhibition, most hits filed as inhibitors; note: potency is the fitted concentration of half-maximal effect; nearly all actives have a fitted effect of over 50% in size
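Luminescence from Kinase-Glo Plus, added after a 45-minute room-temperature reaction, served as the end-point read-out. The enzyme and substrate were preincubated with compound before ADP (130 uM final) initiated turnover. Concentration-effect curves came from normalized qHTS data.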
AmpC no deterg = qHTS Inhibitors of AmpC Beta-Lactamase (assay without detergent); AmpC nitrocefin hydrolysis, absorbance 480 nm, 0.0001% Triton; Potency, µM (doses to about 57.1 µM), inactives show at the highest dose activity change, negative = inhibition, most hits filed as inhibitors; 0.52% of 330,000 active; AID 485341, 2010;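 note: potency is the fitted concentration of half-maximal effect; plate controls were no compound for no effect and no enzyme for full effect; nearly all actives have a fitted effect of over 20% in size; some results filed as inactive show a strong effect at the top dose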
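AmpC (5.3 nM in the dispensed reagent) in 20 mM phosphate pH 7.0 with 0.01% (detergent screen) or 0.0001% Triton X-100 was preincubated with compounds for 15 min at room temperature. Nitrocefin was then added from an 800 uM solution, and hydrolysis was followed at 480 nm.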
HCMV inh = qHTS Assay for inhibitors of the human cytomegalovirus (HCMV); HFF cells, HCMV-luciferase reporter, 72 h; stronger effect = lower value; AID 1259415, 2018; activity change, negative = inhibition, % at 57.5 µM; 4.5% of 410,000 active; in the data active = activity change below about -60%; inconclusive = no clear call, values can overlap the other calls; inactive = above about -39%
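Compounds were evaluated in HFFs infected with an HCMV luciferase reporter virus (MOI 1 PFU/cell). Luciferase in lysates collected 72 h post infection served as the replication measure.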
HCV inhibitor = qHTS Assay for Inhibitors of Hepatitis C Virus (HCV); Huh7.5.1 HCVcc-Cre infection, luciferase reporter, 44 h; Potency, µM (top dose mostly 41.8 µM), inactives show top-dose activity change, negative = inhibition, actives largely listed as inhibitors; 3.4% of 340,000 active; note: potency is the fitted concentration of half-maximal effect
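Whole-lifecycle infectious HCVcc-Cre system; cells 1,000/well, compound then virus (~0.5 moi) added 4 h after plating, 44 h culture. Luciferase read 15 sec following 15 min substrate incubation, room temp.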
An asterisk follows results filed as active; ? = inconclusive; . = no result given; [ ] = another dose, or the depositor's remark. Unless noted, calls come from the whole dose curve; as a rule, active = well fitted curve in the direction sought with a large enough effect; inconclusive = small, poorly fitted or top-dose-only effect, or another doubt; inactive = no such curve, though single readings can be large; an effect the other way counts as inactive or inconclusive. Unless noted, % is set by controls: 0 for no effect and ±100 for the full control effect.

Value order – LmPK inhibitor | Tb PYK inh | AmpC no deterg | HCMV inh | AmpC inh detg | HCV inhibitor | AMA1 RON2 block
O=C(CSc1ncccn1)Nc1cc(Cl)ccc1[N+](=O)[O-]
    7% | -2% | -22% | -6 | -2% | 20% | 1%
CCOC(=O)c1ccc(NC(=O)/C=C/c2cccs2)cc1
    -9% | -7% | -32% | -22 | 0% | ? | 8%
CC(C(=O)Nc1cccc([N+](=O)[O-])c1)N(c1ccccc1)S(C)(=O)=O (stereo not drawn)
    -1% | -11% | -12%[2.29 µM] | -10 | 0% | 7% | -9%
C[C@H]1CN([C@@H](C)CO)S(=O)(=O)c2ccc(Br)cc2O[C@H]1CN(C)C(=O)c1cccnc1
    . | 3% | . | -2 | . | . | -5%
COC1=CC(=O)c2nc(Cl)ccc2C1=O
    . | -2% | . | -101* | . | . | -2%
Cc1ccc(S(=O)(=O)CCc2nnc(NC(=O)c3cnccn3)s2)cc1
    -6% | -8% | -20% | 51 | 1% | 5% | -2%
CCOCCCNS(=O)(=O)c1cc2[nH]c3c(c2cc1C)C(=O)CC(C)(C)C3
    1% | 4% | -11% | -16 | 2% | ? | -6%
O=C(C1=COCCO1)N1CCN(C(c2ccccc2)c2ccccc2)CC1
    4% | -2% | 105%[activator] | -14 | -3% | -17% | ?
Cc1ccccc1C(=O)c1c[nH]c(C(=O)NCC2CCCO2)c1 (stereo not drawn)
    -1% | 3% | -3% | 74 | 3% | -2% | 7%
Cc1cc2ccccc2n2c(SCC(=O)N3CCc4ccccc4C3)nnc12
    4% | -11% | 220%[activator] | 2 | -2% | -15% | -5%
O=S1(=O)CC(N2CCC(c3ccccc3)CC2)CN1C1CCCCC1 (stereo not drawn)
    . | -3% | . | -28 | . | . | -6%
COCCCNC(=O)CS(=O)(=O)Cc1nc(-c2cccc(OC)c2)oc1C
    -2% | 6% | 9% | 5 | -15% | -2% | -5%
Cc1ccc(CNC(=O)Nc2ccc(F)cc2F)n1C
    9% | -1% | -21% | ? | ? | ? | 2%
COc1ccc(-c2csc(NC3OC(=O)c4ccccc43)n2)cc1 (stereo not drawn)
    3% | -10% | -40% | -107* | 7% | ? | -15%
CC1=C(c2ccccc2)SC2=NCCN21
    -3% | 3% | -7% | 49 | 1% | ? | 0%
Cc1onc(-c2ccccc2)c1C(=O)Nc1ccncc1
    -4% | -5% | -12% | -11 | ? | -19% | -7%
COc1ccc(OC)c(C2CC(=O)N3CN(c4cccc(Cl)c4C)CSC3=C2C#N)c1 (stereo not drawn)
    -2% | 3.5µM* | -54% | -11 | 0% | -6% | 1%
CCCCC(=O)N(Cc1ccc(F)cc1)C1CCS(=O)(=O)C1 (stereo not drawn)
    3% | 2% | 16% | ? | -7% | 10% | 8%
COc1ccccc1C(=O)OCC(=O)Nc1cc(S(=O)(=O)N2CCOCC2)ccc1N1CCCC1
    4% | -1% | 64%[activator] | 49 | -2% | 9% | 0%
CSc1ccc(/C=C/C(=O)OCC(=O)N2CCN(S(=O)(=O)c3ccc(C)cc3C)CC2)cc1
    . | 6% | -31% | -34 | 0% | 20% | -3%
O=C(NCc1cccs1)c1cc(-c2ccccn2)nc2ccc(Br)cc12
    -1% | 6% | -26% | -28 | -1% | 7% | -17%
COc1ccc(C(=O)Nc2ccc3c(c2)C(=O)c2ccccc2C3=O)cc1OC
    -1% | -9% | -11% | 9 | ? | -10% | -15%
OC[C@@H]1CCCN1Cc1cn(-c2ccccc2)nc1-c1ccc2c(c1)OCO2
    8% | 1% | 1% | -38 | 7% | -10% | -8%
COC(=O)c1c(NC(=O)Cn2cnc([N+](=O)[O-])n2)sc2c1CCC(C)C2 (stereo not drawn)
    6% | ? | -38% | -9 | 4% | ? | 9%
CC(=O)Nc1nc2cc(N)ccc2s1
    . | -7% | -23% | 13 | 6% | 8% | 3%
COc1cccc(-c2csc(N3CCN(C(=O)Nc4ccc(F)cc4)CC3)n2)c1
    3% | -27% | -28% | ? | 3% | 7.9µM* | -4%
CC(=O)NC(=S)Nc1ccc(S(=O)(=O)N(C)Cc2ccccc2)cc1
    3% | 4% | -28% | -17 | -11% | -23% | 19%
COC(=O)C1C(O)CCC2CN3CCc4c([nH]c5ccccc45)C3CC21 (stereo not drawn)
    2% | 6% | -7% | 0 | 6% | -1% | 18%
Cc1ccccc1-c1cnc(C(O)c2ccccc2)[nH]1 (stereo not drawn)
    . | -5% | . | 80 | . | . | -12%
O=C(C1=C[C@H](C2CCCCC2)C[C@H](OCc2ccc(CO)cc2)O1)N1CCN(Cc2ccccc2)CC1
    2% | -7% | 83% | -7 | -3% | -27% | -11%

An excerpt from above in order of SMILES length, highest first.
Value order – LmPK inhibitor | Tb PYK inh | AmpC no deterg | HCMV inh | AmpC inh detg | HCV inhibitor | AMA1 RON2 block
CSc1ccc(/C=C/C(=O)OCC(=O)N2CCN(S(=O)(=O)c3ccc(C)cc3C)CC2)cc1
    . | 6% | -31% | -34 | 0% | 20% | -3%
OC[C@@H]1CCCN1Cc1cn(-c2ccccc2)nc1-c1ccc2c(c1)OCO2
    8% | 1% | 1% | -38 | 7% | -10% | -8%
COCCCNC(=O)CS(=O)(=O)Cc1nc(-c2cccc(OC)c2)oc1C
    -2% | 6% | 9% | 5 | -15% | -2% | -5%

(continued)
Value order – LmPK inhibitor | Tb PYK inh | AmpC no deterg | HCMV inh | AmpC inh detg | HCV inhibitor | AMA1 RON2 block
COc1ccc(NC(=O)Cn2ncn3c(cc4ccccc43)c2=O)c(OC)c1OC
    -6% | 2% | 65%[activator] | 84 | 1% | -13% | 11%
Cc1ccc(S(=O)(=O)NCCCN(C)C)cc1
    0% | -7% | -10% | 1 | -7% | -5% | -1%
Cc1ccc(C(=O)N/C(=C\c2ccco2)C(=O)N2CCSCC2)cc1C
    -1% | 0% | 26% | -21 | 4% | 22% | 19%
Cc1cc(NC(=O)CN2CCCCC2)n(-c2ccccc2)n1
    -3% | -1% | -4% | -1 | -2% | -3% | -1%
CSc1ccccc1NC(=O)COC(=O)c1ccccc1Cc1ccccc1
    2% | -6% | -31% | 11 | 2% | ? | 22%
Cc1[nH]c(C)c(S(=O)(=O)N2CCN(c3cccc(C(F)(F)F)c3)CC2)c1C(=O)N1CCCCC1
    2% | -6% | 150%[activator] | -80* | 0% | 10% | -4%
CCN(CC)S(=O)(=O)c1ccc(C(=O)N2CCN=C2SCc2cccnc2)cc1
    -1% | -3% | 43% | -6 | -11% | 2% | 16%
CC(C)(C)c1ccc(C(=O)N2CCC2(C)C(=O)NS(=O)(=O)c2ccccc2Cl)cc1 (stereo not drawn)
    . | 4% | . | -38 | . | . | -1%
Cc1cc(C)c2c(CC(=O)NC(C)C)coc2c1
    -14% | -1% | 15% | -61* | 3% | 11% | -6%
COc1ccc(NC(c2ccccc2)P(=O)(Oc2ccccc2)Oc2ccccc2)cc1 (stereo not drawn)
    5% | -6% | -25% | -29 | -5% | 8% | -13%
COC(=O)c1ccc(N2CCOCC2)c(NC(=O)c2cccnc2)c1
    -5% | 10% | -11% | -13 | 6% | -4% | 17%
CCN(CC)c1ccc(/C=N/NC(=O)CNC(=O)c2cccnc2)cc1
    1% | 0% | 1% | 12 | -3% | 6% | 11%
Cc1ccc(C(=O)N2CCc3cc(CNC(=O)c4ccnn4C)ccc32)cc1
    . | -4% | . | -70* | 0% | . | .
Clc1ccc2c(c1)C=Nc1c(NCc3ccccc3)ncnc1O2
    0% | 4% | -12% | 29 | 6% | 16% | 9%
COc1ccccc1C(=O)Nc1nc2nc(C)c(Cc3ccccc3)c(=O)n2[nH]1
    . | -14% | . | 13 | -4% | . | .
CC(C(=O)NC1CCCCC1)N(Cc1ccc(F)cc1)C(=O)c1snc(C(N)=O)c1N (stereo not drawn)
    1% | -12% | 18% | -26 | 7% | -27% | 11%
CCC(=O)NC(c1cc(Cl)c2ccccc2c1O)C(C)C (stereo not drawn)
    . | 1% | -7% | -35 | 5% | . | .
CCCCn1c(SCC(=O)Nc2cc(C)[nH]n2)nc2ccsc2c1=O
    0% | 3% | -15% | 12 | 2% | -6% | -3%
CCCc1nn2c(=O)cc(COC(=O)c3ccccc3NC(=O)c3ccc(Cl)cc3)nc2s1
    . | -1% | . | 33 | -13% | . | .
Cc1c(S(=O)(=O)N2CC(C)CC(C)C2)c(=O)n(C)c(=O)n1C (stereo not drawn)
    -12% | -4% | -7% | 9 | 1% | . | 9%
OCCCCNCc1ccc(OCc2ccc(Cl)cc2)cc1
    3% | 6% | 31% | -27 | -14% | ? | -7%
CCN(Cc1ccccc1)C(=O)c1cccs1
    . | 5% | . | -16 | . | . | 0%
COc1ccc(CSc2nc(C)cc(C)c2C#N)cc1
    -1% | -22% | -18% | ? | -8% | 11% | 18%
C=CCNc1nc(Nc2ccc(Cl)cc2)nc(OC)n1
    -1% | -2% | -21% | 18 | -5% | ? | 1%
CCOC(=O)c1cc(C#N)c(N2CCN(C)CC2)nc1-c1ccccc1
    -3% | -6% | 109%[activator] | -31 | -4% | ? | -1%
Cc1ccc(NC(=O)Cn2cc(S(=O)(=O)Cc3cccc(Cl)c3)c3ccccc32)cc1C
    . | -4%[15.4 µM] | . | 0 | 12% | . | .
CC(Oc1ccc2ccccc2c1)C(=O)NNC(=S)NC(=O)c1ccco1 (stereo not drawn)
    -2% | -1% | -21% | -4 | -1% | ? | 11%
CCc1nc2ccc(C(=O)NCCc3ccc(OC)cc3)cc2nc1CC
    7% | 6% | 42% | 27 | 4% | ? | -3%
C=CCN1CN(S(=O)(=O)c2cccc(Cl)c2)c2nc3ccccc3nc21
    3% | 1% | -7% | 27 | -1% | 4% | -2%
Cc1ccccc1N1CCN(C(=O)[C@@H]2CCCN2C2=NS(=O)(=O)c3ccccc32)CC1
    . | 1% | 51% | 0 | -4% | -12% | -2%
C(=C1c2ccccc2-c2ccccc21)c1ccncc1
    . | 3% | . | 59 | . | ? | -17%
C=CC[C@@H](CC(=O)N[C@H](CO)Cc1ccccc1)C(=O)N[C@@H](COC(=O)[C@@H](CC=C)Cc1ccc(F)cc1)Cc1ccccc1
    . | -4% | -4% | ? | . | ? | 10%
COc1ccc(C)cc1NC(=O)C12CCC(C)(C(=O)O1)C2(C)C (stereo not drawn)
    -5% | -4% | 15% | 19 | ? | -14% | -10%
COc1ccc(NC(=O)c2cc([N+](=O)[O-])ccc2N2CCCCC2)cc1OC
    . | 3% | 33% | -18 | . | 25µM* | ?
